# TNF death inh = blocks TNF-alpha induced death of Jurkat FADD-/- cells; 0.068% of 220,000 active; activation (protection from cell death), % at 10 µM; Jurkat FADD-/- TNF necroptosis rescue, ATP luminescence, 24 h; 0 = TNF only, 100 = no-TNF cells; AID 463075;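 active means activation, meaning protection from cell death, of at least 50% relative to plate controls; inactive means activation below 50%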;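 further: necroptosis triggered by 40 ng/mL TNF-alpha added together with compound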
# EP2 antag = EP2 receptor (human) inhibition. P43116. C6 glioma cells expressing human EP2, cAMP TR-FRET; cells stimulated with saturating PGE2. inhibition, % at 25 µM. 0.52% of 260,000 active. AID 1422;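 active means percent inhibition above 40 after rounding to a whole number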;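 further: rat C6 glioma host cells with rolipram phosphodiesterase inhibitor present; the protocol text gives 20 µM as final concentration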
# Target sequence (P43116 whole entry, looked up): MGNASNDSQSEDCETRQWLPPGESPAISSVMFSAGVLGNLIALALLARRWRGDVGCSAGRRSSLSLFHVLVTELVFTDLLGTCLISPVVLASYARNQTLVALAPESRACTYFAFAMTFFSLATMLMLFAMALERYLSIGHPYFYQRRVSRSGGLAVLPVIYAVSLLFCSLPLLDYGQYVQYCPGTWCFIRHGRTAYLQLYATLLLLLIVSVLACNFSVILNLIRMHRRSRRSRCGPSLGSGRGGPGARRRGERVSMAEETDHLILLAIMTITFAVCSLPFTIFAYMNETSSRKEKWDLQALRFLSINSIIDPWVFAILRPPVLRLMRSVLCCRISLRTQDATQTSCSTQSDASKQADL
# TbHK1 inh = blocks Trypanosoma brucei hexokinase 1 activity; recombinant TbHK1, G6PDH-coupled NADH A340; inhibition, % at 10 µM; 0.11% of 220,000 active; AID 1430;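 active means inhibition of 50% or more in the single-dose primary screen; inactive means inhibition below 50%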
# FXIa inh 1536 = inhibitors of human coagulation factor XIa. 0.14% of 220,000 active. AID 798. purified FXIa, Boc-Glu-Ala-Arg-AMC fluorogenic substrate. P03951. inhibition, % at 5 µM;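 active means inhibition of at least 40%; inactive means inhibition below 40%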;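 further: fluorescence of freed AMC excited at 355 nm; 0% = enzyme without compound and 100% = no enzyme blank; many of its hits are not listed in these tables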
# FXIIa inh = inhibitors of human coagulation factor XIIa; P00748; purified FXIIa, Boc-QGR-AMC fluorogenic substrate, 2 h; inhibition, % at 5 µM; 0.3% of 220,000 active; AID 800; in the data active means inhibition above about 40%;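 further: 0% = enzyme with no compound and 100% = blank without enzyme; many of its hits are not listed in these tables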
# zVAD death inh = L929 zVAD cell death inhibition; L929 zVAD necroptosis rescue, ATP luminescence, 24 h; with zVAD 60 µM; 0.38% of 220,000 active; viability rescue, % at 10 µM;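 active means activation, scaled between plate controls, above about 75%, limit read from the data; inactive means activation under that limit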;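 further: 0% = zVAD with DMSO and 100% = DMSO alone without zVAD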
# PPC-1+TRAIL kill = PPC-1 cancer cell killing with TRAIL present | PPC-1 cells + TRAIL, ATPLite viability luminescence | cell killing (% activity), % at 4 µM | 0.41% of 220,000 active;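 active means cell killing above 50% in the first pass at 4 µM, then a duplicate retest at 5 µM averaging 50% or more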;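 further: plate controls were cells with TRAIL plus DMSO for no effect and medium-only wells lacking cells for full effect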
# CHOP inhibitor = CHOP inhibition in unfolded protein response; CHO-K1 CHOP-promoter luciferase, tunicamycin-induced, 15-18 h; inhibition, % at 10 µM; 3.8% of 220,000 active; AID 2732;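 active means compounds that reduced the stress-induced luciferase reporter signal by more than about 70% of percent inhibition, limit read from the data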;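 further: 0% = tunicamycin plus vehicle and 100% = wells without tunicamycin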
# Wee1 degr inh = human Wee1 degradation inhibition, primary screen; reporter increase, % at 5 µM; 1.2% of 220,000 active; HeLa Luc-Wee1K328M stability, luciferase luminescence; 100% = proteasome inhibitor MG132 effect;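 active means activation above the mean of all tested compounds plus 3 SD, set per screening run, cut at about 8.8% in these data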;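 further: cells exposed to compound for 20 h before luminescence read; 0% = DMSO alone and 100% = MG132 at 30 µM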
# Target sequence (P30291 whole entry K328M): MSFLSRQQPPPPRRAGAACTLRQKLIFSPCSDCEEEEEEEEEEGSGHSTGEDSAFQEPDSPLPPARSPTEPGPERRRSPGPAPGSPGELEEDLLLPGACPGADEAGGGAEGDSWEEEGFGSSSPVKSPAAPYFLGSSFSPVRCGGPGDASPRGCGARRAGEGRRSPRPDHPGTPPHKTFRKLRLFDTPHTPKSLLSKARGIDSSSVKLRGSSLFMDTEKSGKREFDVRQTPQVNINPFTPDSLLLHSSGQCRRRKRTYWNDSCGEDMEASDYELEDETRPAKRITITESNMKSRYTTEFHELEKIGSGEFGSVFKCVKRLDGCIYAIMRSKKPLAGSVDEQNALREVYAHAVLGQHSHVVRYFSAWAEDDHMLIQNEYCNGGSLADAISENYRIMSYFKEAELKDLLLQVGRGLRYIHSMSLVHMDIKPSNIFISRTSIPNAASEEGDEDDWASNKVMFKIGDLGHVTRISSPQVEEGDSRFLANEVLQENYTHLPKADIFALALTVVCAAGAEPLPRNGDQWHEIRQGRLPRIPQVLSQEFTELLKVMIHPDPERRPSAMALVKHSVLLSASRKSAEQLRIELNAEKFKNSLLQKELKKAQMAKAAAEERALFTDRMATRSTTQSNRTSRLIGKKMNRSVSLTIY
# * = called active by the depositor; x = no result given.
SMILES,TNF death inh,EP2 antag,TbHK1 inh,FXIa inh 1536,FXIIa inh,zVAD death inh,PPC-1+TRAIL kill,CHOP inhibitor,Wee1 degr inh
CCOc1ccc(Br)cc1S(=O)(=O)Nc1ccc(Cl)c(S(=O)(=O)N(CC)c2ccccc2)c1,1.2,5,1,8,17,0.6,13,57,4
CC(=O)OC[C@H]1O[C@@H](O/N=C/C[C@@H]2C=C[C@H](OC(C)=O)[C@@H](COC(C)=O)O2)[C@H](OC(C)=O)[C@@H](OC(C)=O)[C@@H]1OC(C)=O,1.8,x,-7,5,12,-0.5,22,1,0
CC(=O)c1c(COC(=O)c2cccc(C)c2)nc2ccccc2[n+]1[O-],0.4,13,-12,-4,2,1.3,-12,16,6
CS(=O)(=O)N(CCc1ccccc1)CC(=O)NCc1ccco1,-1.0,1,-1,-7,3,-0.3,4,31,2
COc1ccc(-n2cc(-c3ccccc3)[nH]c2=S)cc1,2.3,7,-5,4,-2,0.2,8,-17,3
O=c1c2nnn(-c3ccc(Br)cc3)c2ncn1Cc1ccccn1,-0.4,8,-1,10,7,0.7,16,3,7
COc1cc(CNCCO)cc(Cl)c1OCc1ccccc1Cl,6.6,4,12,-3,4,25,27,-2,4
CC12CCC(C(=O)Nc3cc(F)ccc3F)(CC1=O)C2(C)C (stereo not given),0.6,12,1,-2,5,4.9,3,0,-2
O=C(Nc1cc2ccccc2oc1=O)C1CCCCC1,-0.1,11,0,-1,9,0.0,8,-43,0
Cc1cc(C)n(CC(=O)N2c3ccccc3Sc3ccccc32)n1,-2.2,8,1,4,12,0.1,1,-4,-1
O=[N+]([O-])c1ccccc1/C=N/N1CCN(c2ccc(Cl)cc2)CC1,0.3,7,-3,-13,-2,0.0,6,-10,2
CC(=O)c1ccc(NC(=O)C2CCCNC2=O)cc1 (stereo not given),1.1,4,-1,-1,3,0.4,-8,-19,2
Cc1cccc(-c2nnc3sc(-c4ccccc4)nn23)c1,-1.4,6,-9,-13,6,0.0,12,77*,2
O=C(NCCc1ccccc1)c1cc2sccc2n1Cc1ccccc1,-0.8,15,3,-3,2,-0.4,-20,8,1
Cc1ccc(NC(=O)CN2C(=O)S/C(=C\C(=O)Nc3ccc(Cl)cc3)C2=O)cc1,0.8,5,14,4,4,0.4,21,32,1
CC(C)c1ccc(/C=C/C2=NNC(=O)CC2)cc1,-12,4,-18,-1,5,3.9,-3,15,0
O=C(CSc1nnc(CNC(=O)c2ccccc2F)o1)Nc1ccc2c(c1)OCCO2,4.2,11,-6,-1,16,0.6,30,-7,0
CCNC(=O)COc1ccc(CC)cc1,-0.2,6,25,5,6,0.6,-2,-13,3
O=C(O)CC(SCC(=O)Nc1ccc(Cl)c(S(=O)(=O)N2CCOCC2)c1)C(=O)O (stereo not given),0.7,9,-6,0,4,-0.6,-43,-3,-1
c1cncc(-c2nc(NCc3cccs3)c3ccccc3n2)c1,2.7,2,-2,-3,8,2.4,-1,16,2
CCCCC1=CC2=C(c3ccco3)C(=O)C(C)(OC(=O)c3ccc(OC)cc3)C(=O)C2=CN1c1ccc(OC)cc1 (stereo not given),-1.5,9,-24,-1,3,-0.1,19,-49,x
O=C(CNCCO)N1N=C(c2cccs2)CC1c1cccs1 (stereo not given),0.7,10,-11,-4,5,-1.4,16,12,-2
Cc1cccc(-c2nc(CSCC(=O)NCc3cccs3)c(C)o2)c1,-0.2,7,1,4,18,-0.8,17,48,-1
O=C(NCCc1ccccc1)C1CCCN1C(=O)Nc1ccc(F)cc1 (stereo not given),1.0,5,-1,2,10,3.0,14,18,0
O=C(CN1C(=O)NC(Cc2c[nH]c3ccccc23)C1=O)Nc1cccc(S(=O)(=O)N2CCCCCC2)c1 (stereo not given),1.3,10,35,-3,2,1.3,-20,30,-1
SMILES,TNF death inh,EP2 antag,TbHK1 inh,FXIa inh 1536,FXIIa inh,zVAD death inh,PPC-1+TRAIL kill,CHOP inhibitor,Wee1 degr inh
O=C(CCNS(=O)(=O)c1cccs1)Nc1ccccc1F,0.5,7,-8,1,8,0.1,8,6,0
COc1ccc([N+](=O)[O-])c(S(=O)(=O)c2ccccc2)n1,-30,6,-13,-3,10,55,-4,107*,0
CN(C)Cc1ccccc1C1(O)c2ccccc2CSc2ccccc21 (stereo not given),-2.4,13,0,-7,4,-0.6,23,51,-2
CC1(C)Cc2c(c(-c3ccccc3)nc3[nH][nH]c(=O)c23)CO1,1.4,15,-4,0,15,12,-6,30,2
Cn1c(=O)[nH]c(=O)c2c1nc(Br)n2C/C=N/Nc1ccccc1,-1.4,5,-8,-2,1,-1.5,18,-8,-5
COC1=C(N)C(=O)c2nc(-c3nc(C(=O)O)c(C)c(-c4ccc(OC)c(OC)c4O)c3N)ccc2C1=O,-26,23,-6,8,12,12,13,81*,-4
Fc1ccccc1-c1nc(-c2cnccc2C(F)(F)F)no1,1.0,6,0,-9,5,0.4,0,14,1
Cc1cccc(NC(=S)NCc2ccccn2)c1,-4.8,12,1,5,13,-0.1,12,-17,-1
C=CCN1C(=O)C(CC(=O)Nc2ccccc2)S/C1=N/c1nccs1 (stereo not given),8.8,19,-11,-1,4,0.2,8,19,2
COc1cccc(CNC(=O)Nc2cccs2)c1,-1.8,16,5,-8,1,-0.1,7,20,0
CCn1cc(CNCc2c(C(=O)N3CCCCC3)nc3c(C)cccn23)cn1,-0.3,1,-4,-1,11,0.4,12,-1,-1
c1ccc2cc(CSCc3nc4ccccc4[nH]3)ccc2c1,1.9,9,0,2,10,0.8,-10,16,-2
Cc1nc2c(c3c1[nH]c1ccccc13)C(O)CC(C)(C)C2 (stereo not given),-1.6,10,9,0,-19,0.7,34,-11,-1
Cc1ccsc1/C=N/n1c(-c2ccncc2)n[nH]c1=S,1.0,12,-14,2,0,1.3,11,-13,-2
CCOC(=O)c1c(C)[nH]c(NC(=O)Nc2c(C)n(C)n(-c3ccccc3)c2=O)c1C,-0.8,8,-2,11,9,0.2,-15,9,-2
CCN1CCN(c2nc(-c3ccccc3)nc3ccccc23)CC1,4.5,4,-9,1,0,1.9,2,7,2
CC1(C)C(c2cccs2)=[N+]([O-])C2(CCCCC/C2=N\O)N1O (stereo not given),-1.3,4,-8,-11,1,0.6,-17,-9,0
Nn1c(Cc2ccc(F)cc2)n[nH]c1=S,-0.7,3,-5,-3,6,2.3,9,14,-4
CC1=CC(C)=Nc2ccccc2N1,5.4,17,-18,-2,7,0.0,4,-1,1
Cc1ccc(C(=O)OCC(=O)c2c[nH]c3ccccc23)cc1,0.5,4,-1,9,14,-0.1,24,11,2
O=C(Nc1ccc(Br)cc1)c1cccnc1N1CCCCC1,-0.1,8,-11,-3,11,-0.5,-12,15,-2
Cc1ccc(-c2nc3c(c(=O)[nH]c(=O)n3Cc3ccccc3)n2C)o1,0.6,1,-5,-2,8,0.3,2,-27,1
COc1ccc(NC(=O)c2ccccn2)cc1OC,0.4,10,28,3,9,0.3,4,36,-1
COc1ccccc1/C=N/NC(=O)CC(=O)NCc1ccccc1,-0.4,3,-14,5,8,0.7,6,0,2
Cc1csc(NC(=O)CSc2nnc(Cc3cccn3C)n2-c2ccc(F)cc2)n1,0.3,10,1,4,11,0.8,3,33,-1
SMILES,TNF death inh,EP2 antag,TbHK1 inh,FXIa inh 1536,FXIIa inh,zVAD death inh,PPC-1+TRAIL kill,CHOP inhibitor,Wee1 degr inh
N=c1oc2ccccc2cc1-c1nc(-c2ccccc2)cs1,-1.4,-1,1,4,8,-0.5,10,17,2
CCCC1C(c2ccccc2)C(C#N)(C#N)C2(C#N)CC1(N)NC2=O (stereo not given),-2.4,9,0,-17,-13,0.0,-10,x,1
COC(CNC(=O)CNC(=S)N(Cc1ccccc1)Cc1cccnc1)OC,1.5,4,4,-2,8,-0.5,6,-22,-1
CC1=C(C)C(=O)NC(Nc2nc(C)c3cc(C)cc(C)c3n2)N1 (stereo not given),-12,x,-16,x,x,0.5,x,x,-2
COc1ccc(C)cc1NC(=O)Cn1cnnn1,0.2,2,1,-7,11,-0.7,-8,13,3
O=S(=O)(Nc1ccncc1)c1ccccc1,-1.8,5,4,-4,7,-0.3,-12,8,-3
CCn1nc(C)cc1C(=O)N1CCCC(C(=O)c2cccc(OC)c2)C1 (stereo not given),1.3,8,-1,-3,8,7.7,-10,-17,-2
O=C(NCc1ccccc1)[C@@H]1CSC2c3ccccc3C(=O)N21 (stereo not given in full),1.8,2,-3,5,14,0.1,18,12,1
c1ccc2c(c1)OC(CCCN1CCCCC1)c1ccccc1S2 (stereo not given),0.0,9,7,13,28,-0.1,5,4,-3
CCOC(=O)C1CCCN(S(=O)(=O)c2ccc(S(=O)(=O)N(CC)CC)cc2)C1 (stereo not given),-7.1,11,3,11,15,-3.1,30,65,-4
Cc1ccc(C(=O)NC(=S)Nc2cccc3nsnc23)cc1,-1.5,16,-5,7,11,0.1,x,1,1
COc1cc(NC(=O)COc2ccccc2Cl)ccc1NC(=O)C(C)C,0.1,6,1,-1,6,2.8,4,9,9.7*
O=C(c1cccc(C(F)(F)F)c1)C1CCCN(Cc2cccn2-c2ncccn2)C1 (stereo not given),0.2,1,7,-2,4,-0.7,19,20,-1
Cc1c(C(=O)OCC2CCCO2)[nH]c2c1C(=O)CC(c1ccco1)C2 (stereo not given),-6.9,12,10,-18,-4,-0.4,21,x,6
Cc1cc(C)n(-c2nnc(NCc3ccc(Cl)cc3)nn2)n1,-0.6,7,14,2,6,0.3,17,28,5
COc1ccccc1-c1ccc(SCc2ccccc2)nn1,2.2,2,7,-2,11,0.1,8,38,6
C#CCn1c(=NC(=O)c2cccs2)sc2cccc(OC)c21,-1.1,x,-5,-9,-3,-0.3,21,0,-1
CCS(=O)(=O)N1Cc2ccccc2CC1C(=O)Nc1ccc(OC)cc1 (stereo not given),1.3,7,0,-4,-2,2.9,10,0,3
Cc1ccc(S(=O)(=O)c2cnc(-c3ccccc3)nc2N2CCN(C)CC2)cc1,4.3,5,-9,-1,5,0.5,6,-5,2
CCNc1ccc(C(=O)OCC(=O)NCc2ccccc2Cl)cc1[N+](=O)[O-],3.2,2,-2,2,2,0.1,4,30,-2
Cc1cccc(C(=O)Nc2cccc(Br)c2)c1[N+](=O)[O-],0.6,8,-10,-4,11,2.5,3,1,-1
Cc1cc(NC(=O)C2CC2)n(-c2nc3ccccc3s2)n1,-0.1,2,-6,1,1,1.1,9,10,5
CCOc1ccc(/C=N/n2cnnc2)cc1,0.5,8,-8,-15,-5,0.4,-9,6,4
CCC(=O)N1CCc2cc(S(=O)(=O)CCC(=O)Nc3cccc(F)c3)ccc21,-1.7,14,42,-4,12,0.3,-2,45,3
Cc1c(-c2ccccc2)[n+](=O)c(-c2ccco2)c(C)n1[O-],0.1,6,-14,6,16,1.1,4,4,-2
O=C(Nc1nc(-c2ccc(S(=O)(=O)N3CCCC3)cc2)cs1)C1COc2ccccc2O1 (stereo not given),-5.9,9,-15,1,11,-0.2,18,41,4
CC(=O)NC(=S)Nc1cc(C(=O)O)ccc1Cl,0.8,11,-4,-4,3,3.5,-1,-1,1

# Exported as tab-separated lines: part of the list above
SMILES	TNF death inh	EP2 antag	TbHK1 inh	FXIa inh 1536	FXIIa inh	zVAD death inh	PPC-1+TRAIL kill	CHOP inhibitor	Wee1 degr inh
CCCC1C(c2ccccc2)C(C#N)(C#N)C2(C#N)CC1(N)NC2=O (stereo not given)	-2.4	9	0	-17	-13	0.0	-10	x	1
COC(CNC(=O)CNC(=S)N(Cc1ccccc1)Cc1cccnc1)OC	1.5	4	4	-2	8	-0.5	6	-22	-1
CC1=C(C)C(=O)NC(Nc2nc(C)c3cc(C)cc(C)c3n2)N1 (stereo not given)	-12	x	-16	x	x	0.5	x	x	-2
COc1ccc(C)cc1NC(=O)Cn1cnnn1	0.2	2	1	-7	11	-0.7	-8	13	3
O=S(=O)(Nc1ccncc1)c1ccccc1	-1.8	5	4	-4	7	-0.3	-12	8	-3

# Screening data (PubChem BioAssay)

# Some of the compounds tested; count on the stated rates, not on these rows.
